Yeast superoxide = yeast age-related superoxide inhibition as caloric restriction mimetic. superoxide response (% of plate mean), % at 10 µM. actives 0.18% (n = 330,000). S. cerevisiae aged cells, superoxide DHE fluorescence; stronger effect = lower value;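 active means superoxide response under a set limit, about three screen SD below normal, cut at about 65% in these data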;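 further: yeast aged for seven days with compound at 30 °C before DHE staining; 100% = average MFI of all compound-treated wells on the plate with controls excluded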
CIT2 TOR yeast = modulators of TOR pathway CIT2-GFP in S. cerevisiae. S. cerevisiae CIT2-GFP strain, flow cytometry, 3 h; 100 means same as DMSO wells. GFP response vs DMSO, % at 10 µM. actives 0.065% (n = 320,000);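 active means GFP response relative to DMSO above a set limit, near the screen mean plus 3 SD, cut at about 150% in these data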;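 further: ratio of well median GFP fluorescence to mean of DMSO wells on the plate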
LAP4 TOR yeast = alters LAP4-GFP fluorescence in TOR pathway yeast screen. S. cerevisiae LAP4-GFP multiplex, flow cytometry GFP, 3 h; median GFP as percent of DMSO wells. GFP response vs DMSO, % at 10 µM. actives 0.34% (n = 320,000). AID 2023;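 active means GFP response vs DMSO above a set limit, about the screen mean plus 3 SD, cut at about 150% in these data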
VLA-4 inh = inhibition in a human VLA-4 binding assay; P13612; VLA-4 expressing cells, ligand binding flow cytometry; inhibition, % (about 7 µM as worked out from the volumes in the protocol); actives 0.2% (n = 330,000); AID 2557; in the data active means inhibition above about 50%
Target sequence (P13612 whole entry, looked up): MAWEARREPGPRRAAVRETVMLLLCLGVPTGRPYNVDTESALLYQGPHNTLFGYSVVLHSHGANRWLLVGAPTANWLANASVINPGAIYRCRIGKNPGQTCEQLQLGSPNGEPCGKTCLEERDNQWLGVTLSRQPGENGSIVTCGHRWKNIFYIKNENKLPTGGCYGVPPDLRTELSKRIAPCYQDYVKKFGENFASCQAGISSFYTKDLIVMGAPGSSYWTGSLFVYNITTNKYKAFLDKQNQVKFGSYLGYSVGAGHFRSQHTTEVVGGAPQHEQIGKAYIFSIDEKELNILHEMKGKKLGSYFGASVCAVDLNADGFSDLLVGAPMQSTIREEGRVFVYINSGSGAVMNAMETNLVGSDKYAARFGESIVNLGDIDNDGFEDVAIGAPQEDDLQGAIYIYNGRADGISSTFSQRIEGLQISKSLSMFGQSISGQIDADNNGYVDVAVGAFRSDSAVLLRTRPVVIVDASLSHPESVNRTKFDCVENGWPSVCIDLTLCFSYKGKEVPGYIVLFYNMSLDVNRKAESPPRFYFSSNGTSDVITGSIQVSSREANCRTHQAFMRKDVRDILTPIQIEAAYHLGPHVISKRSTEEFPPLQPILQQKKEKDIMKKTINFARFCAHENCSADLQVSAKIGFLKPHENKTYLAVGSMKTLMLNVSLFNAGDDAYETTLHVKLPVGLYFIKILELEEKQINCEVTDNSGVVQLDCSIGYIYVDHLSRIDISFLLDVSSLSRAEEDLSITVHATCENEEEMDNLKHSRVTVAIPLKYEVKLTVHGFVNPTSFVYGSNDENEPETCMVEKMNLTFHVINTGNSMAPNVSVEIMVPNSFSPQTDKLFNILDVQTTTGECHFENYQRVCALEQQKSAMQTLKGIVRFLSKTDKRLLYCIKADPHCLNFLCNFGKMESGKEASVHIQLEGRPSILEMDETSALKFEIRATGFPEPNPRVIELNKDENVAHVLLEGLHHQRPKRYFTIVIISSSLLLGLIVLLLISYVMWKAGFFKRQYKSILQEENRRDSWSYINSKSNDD
AGP1 TOR yeast = yeast TOR pathway AGP1-GFP modulation; GFP response vs DMSO, % at 10 µM; S. cerevisiae AGP1-GFP multiplex flow cytometry, 3 h; GFP as percent of DMSO wells; actives 0.02% (n = 320,000); AID 2066;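 active means GFP response relative to DMSO above a set limit, near screen average plus 3 SD, cut at about 150% in these data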;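 further: median GFP channel fluorescence of the gated AGP1 strain per well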
MEP2 TOR yeast = modulators of TOR pathway MEP2-GFP in S. cerevisiae; AID 2016; actives 0.51% (n = 330,000); S. cerevisiae MEP2-GFP strain, flow cytometry GFP, 3 h; 100% = DMSO control level; GFP response vs DMSO, % at 10 µM;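 active means GFP response versus DMSO above a set limit, roughly screen mean plus 3 SD, cut at about 180% in these data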;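 further: median GFP fluorescence of the barcode-gated MEP2-GFP cells per well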
GRK2 aptamer HTS = inhibitors of human GRK2 displacing RNA aptamer | inhibition of aptamer binding, % at 10 µM | actives 0.59% (n = 330,000) | AID 488847 | P25098 | bead flow cytometry, FAM-aptamer displacement from GRK2;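 active means inhibition of aptamer binding above 40%, roughly 3 SD of noise, on plates passing a quality check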;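 further: median bead fluorescence of bound FAM aptamer so fluorescent compounds give negative values; no value below 0 was filed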
RPL19A TOR yeast = alters RPL19A-GFP fluorescence in TOR pathway yeast screen. S. cerevisiae RPL19A-GFP strain, flow cytometry, 3 h; stronger effect = lower value. percent response vs DMSO, % at 10 µM. actives 0.3% (n = 330,000). AID 2025;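 active means percent response vs DMSO below 50%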;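 further: median channel GFP fluorescence of the barcoded RPL19A-GFP strain; ratio of sample median GFP to plate DMSO average so 100% = DMSO; lower means less RPL19A-GFP as with rapamycin TOR inhibition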
* marks the source's active call; other numbers are inactive results; nt = not tested or not shown.

smiles	Yeast superoxide	CIT2 TOR yeast	LAP4 TOR yeast	VLA-4 inh	AGP1 TOR yeast	MEP2 TOR yeast	GRK2 aptamer HTS	RPL19A TOR yeast
Cc1ccc(CN2C(=O)c3ccccc3Sc3ccc(C(=O)NCCN4CCOCC4)cc32)cc1	83	95	97	11	98	98	0	98
CC(O)c1nc2ccccc2n1CC(=O)Nc1ccc(F)cc1Cl (stereo unspecified)	96	102	92	13	99	110	0	95
OC(COCc1ccccc1)CN1CCN(c2ccccc2F)CC1 (stereo unspecified)	87	92	109	10	105	102	4	100
O=C1CSC2(CCCCC2)N1CCO	93	104	97	27	104	101	1	101
CSc1ccc(CNc2ccccn2)cc1	80	108	98	7	104	107	0	101
O=C1C=C(c2ccc(F)c(Cl)c2)C[C@@H](c2ccc(F)cc2)C1	101	102	106	0	102	102	0	108
Cn1nnnc1SCCNC(=O)C1CCC(=O)N(Cc2ccc(Cl)cc2)C1 (stereo unspecified)	92	102	99	14	99	110	8	102
CCn1c(C)nnc1SCC(=O)Nc1ccc(N2CCOCC2)cc1	103	111	84	-9	113	102	3	109
CCOC(=O)N1CCC(N2Cc3cccc(C(=O)Nc4ccc(OC)c(OC)c4)c3C2=O)CC1	77	98	117	6	100	104	0	99
CCOC(=O)c1c(-c2ccccc2)csc1NC(=O)c1cc2ccccc2oc1=O	119	102	91	4	103	102	0	101
CCCC(C)n1[nH]c(=O)cc1N (stereo unspecified)	89	114	103	-2	109	99	4	101
COc1cc(/C=N/n2nnnc2N)ccc1O	117	103	82	-4	120	104	0	107
COc1ccc2[nH]cc(C=O)c2c1	100	104	109	2	102	100	1	104
CCc1cc2c(NCC3CCCO3)nc(C)nc2s1 (stereo unspecified)	84	98	103	2	105	105	1	100
CSc1ccccc1C(=O)NC1CCSc2ccccc21 (stereo unspecified)	105	95	88	1	92	114	2	94
COc1ccc(CNC(=O)C[C@H]2C(=O)N(c3ccccc3)C[C@@H]2Cc2ccccc2)cc1	93	111	129	4	87	89	3	103
NNc1nc2c(F)cc(F)cc2s1	114	106	114	10	103	113	0	103
CN(C)S(=O)(=O)c1ccc(NC(=O)CCNC(=O)c2ccco2)cc1	115	101	100	-8	95	105	0	101
Cn1c(=O)c(Oc2ccc(Cl)cc2)c(O)c2ccccc21	122	87	95	9	85	99	3	107
Cc1sc(NC(=O)CCC(=O)O)c(C#N)c1C	112	101	106	0	87	76	1	96
O=C(N/N=C\c1ccc(CNS(=O)(=O)c2ccccc2)o1)C(=O)Nc1ccc(F)cc1	106	107	95	10	107	104	0	102
Cc1cc(OCC(=O)NCCCN2CCCC2=O)c2c(C)cc(=O)oc2c1	99	103	93	10	100	107	3	104
COc1ccc(Nc2nc3ccccc3c(=O)s2)c(OC)c1	98	102	102	0	105	99	1	94
FC(F)(F)c1cnc(Oc2ccc(-c3nnco3)cc2)c(Cl)c1	91	98	106	-4	96	104	0	98
COc1ccc(C)cc1NC(=O)C(OC(=O)c1cc(C)oc1C)c1ccccc1 (stereo unspecified)	95	92	108	-16	102	90	2	94

The results go on.
smiles	Yeast superoxide	CIT2 TOR yeast	LAP4 TOR yeast	VLA-4 inh	AGP1 TOR yeast	MEP2 TOR yeast	GRK2 aptamer HTS	RPL19A TOR yeast
O=C(NC12CC3CC(CC(C3)C1)C2)c1cc(F)c(F)c(F)c1F	115	97	90	8	96	107	0	99
CC(Oc1ccccc1F)C(=O)/C=C/N(C)C (stereo unspecified)	117	90	97	8	94	96	0	93
CN1CCN(c2ncc(CN3C(=O)c4ccccc4C3=O)s2)CC1	94	99	105	7	110	100	1	102
O=C(Cc1c(F)cccc1Cl)OCN1C(=O)c2ccccc2C1=O	109	90	110	18	99	101	0	100
CC(C)(Oc1ccc(Cl)cc1)C(=O)NNC(=O)c1ccc(Br)o1	113	92	71	17	95	102	7	112
NC(=O)NC(=O)CSc1nc2cc([N+](=O)[O-])ccc2n1-c1cccc(C(F)(F)F)c1	101	107	105	-6	112	109	2	109
COc1cccc(CNC(=O)c2ccccc2C(=O)NC(C)(C)C(=O)NCc2cccc(OC)c2)c1	121	101	103	-2	107	110	0	101
COc1ccc(CNC(=O)[C@H](Cc2c[nH]c3ccccc23)NC(=O)[C@@H]2Cc3ccccc3CN2)cc1	113	95	99	12	97	102	0	98
O=C(NCCCN1CCCCCC1)c1ccc2c(c1)NC(=O)C(N1CCOCC1)S2 (stereo unspecified)	106	104	107	9	102	111	0	102
COc1cccc(C2=CC(=O)C[C@H](c3ccc(Cl)cc3)C2)c1OC	92	92	118	0	93	94	0	99
O=C(NNc1ccc(O)cc1)c1ccc(Br)cc1	88	98	91	0	99	96	4	97
CC(NS(=O)(=O)OCC(Cl)(Cl)Cl)c1ccc(Br)cc1 (stereo unspecified)	97	95	109	-4	108	101	3	123
CCOC(=O)c1[nH]c2ccccc2c1NC(=O)C(CC)CC	112	83	85	26	92	86	1	99
COc1ccc(/C=C/C(=O)NNc2cc(=O)n(C)c(=O)n2C)cc1OC	113	117	110	-3	103	97	1	97
CC[C@H]1CCCCc2ccccc2[C@@H](C(=O)C[C@@H](O)CC(C)=O)OC1=O	88	94	98	-10	97	93	0	94
CCN(C(=O)C(=O)c1c[nH]c2ccccc12)c1ccccc1	92	110	93	15	109	107	1	107
COc1cccc(Oc2ccc(C(F)(F)F)cc2NC(=O)C2=COCCO2)c1	nt	110	104	-4	92	108	4	102
O=C(COc1ccc(S(=O)(=O)N2CCCCC2)cc1)N1CCCCCC1	105	97	98	-8	103	101	0	99
COc1ccccc1N1CCN(C(=O)CCNS(=O)(=O)c2ccc3c(c2)CCC(=O)N3)CC1	107	87	99	-1	106	103	1	100
O=C(CN1C(=O)/C(=C2/SC(=S)N(CCS(=O)(=O)O)C2=O)c2ccccc21)Nc1cccc(Br)c1	129	86	95	-8	94	95	1	93
CCOC(=O)c1c(NC(=O)C2CCCO2)sc2c1CCC2 (stereo unspecified)	90	101	110	-4	100	109	0	101
CCc1nc(SCc2cc(Cl)ccc2OC)n[nH]1	95	95	102	11	104	106	0	101
Cc1cc(C)cc(-n2cc(C(=O)O)c(=O)cc2C)c1	106	96	96	-7	97	103	0	101
Cc1ccc(C)c(/C(O)=C2\C(=O)C(=O)N(CCCn3ccnc3)C2c2cccnc2)c1 (stereo unspecified)	104	99	103	-8	93	102	1	97
Cc1ccc(NC(=O)c2cccc(N3C(=O)C4C5C=CC(C5)C4C3=O)c2)cc1C (stereo unspecified)	120	83	85	22	87	99	3	105

Given with each value named: entries from further up.
SMILES: CC[C@H]1CCCCc2ccccc2[C@@H](C(=O)C[C@@H](O)CC(C)=O)OC1=O
  Yeast superoxide: 88 | CIT2 TOR yeast: 94 | LAP4 TOR yeast: 98 | VLA-4 inh: -10 | AGP1 TOR yeast: 97 | MEP2 TOR yeast: 93 | GRK2 aptamer HTS: 0 | RPL19A TOR yeast: 94
SMILES: CCN(C(=O)C(=O)c1c[nH]c2ccccc12)c1ccccc1
  Yeast superoxide: 92 | CIT2 TOR yeast: 110 | LAP4 TOR yeast: 93 | VLA-4 inh: 15 | AGP1 TOR yeast: 109 | MEP2 TOR yeast: 107 | GRK2 aptamer HTS: 1 | RPL19A TOR yeast: 107
SMILES: COc1cccc(Oc2ccc(C(F)(F)F)cc2NC(=O)C2=COCCO2)c1
  Yeast superoxide: nt | CIT2 TOR yeast: 110 | LAP4 TOR yeast: 104 | VLA-4 inh: -4 | AGP1 TOR yeast: 92 | MEP2 TOR yeast: 108 | GRK2 aptamer HTS: 4 | RPL19A TOR yeast: 102

The list continues.
Every second line gives: Yeast superoxide | CIT2 TOR yeast | LAP4 TOR yeast | VLA-4 inh | AGP1 TOR yeast | MEP2 TOR yeast | GRK2 aptamer HTS | RPL19A TOR yeast
> Cc1noc(C)c1COC(=O)c1ccc(N(C)C)cc1
→ 81 | 107 | 102 | -5 | 104 | 118 | 1 | 103
> O=C(NC1CCCCC1)c1ccc2c(c1)OCO2
→ 88 | 106 | 100 | -7 | 100 | 103 | 2 | 103
> C=CCN(c1ccc(C(=O)OC)cc1)S(=O)(=O)c1ccccc1
→ 90 | 82 | 106 | 12 | 93 | 85 | 0 | 87
> O=C(c1ccc(F)cc1)C1CCN(C(=S)Nc2ccccc2Cl)CC1
→ 80 | 93 | 99 | 3 | 94 | 94 | 31 | 95
> CC(C)(C)c1nnc(NC(=O)c2cccs2)s1
→ 106 | 105 | 100 | 2 | 98 | 101 | 1 | 95
> CCCCCc1cc(=O)oc2c(C(CCN(CC)CC)c3ccc(OC)cc3)c(OC)cc(OC)c12 (stereo unspecified)
→ 104 | 96 | 102 | 3 | 98 | 108 | 0 | 99
> CCCN(CCC)S(=O)(=O)c1nc2nc(C)cc(C)n2n1
→ 99 | 90 | 102 | 4 | 104 | 101 | 1 | 96
> COc1ccc(NS(=O)(=O)c2cc(NC(=O)c3cccnc3Cl)ccc2N2CCCC2)cc1
→ 109 | 94 | 102 | 2 | 105 | 103 | 1 | 100
> CCN(CC)C(=O)C1=C(C)Nc2ncnn2C1c1cccnc1 (stereo unspecified)
→ 86 | 105 | 86 | 11 | 106 | 107 | 0 | 112
> Nc1ccccc1SCc1ccccc1
→ 94 | 88 | 110 | 6 | 69 | 73 | 0 | 82
> COc1ccc(NC2c3ccccc3C(=O)N2c2cccnc2)cc1Cl (stereo unspecified)
→ 106 | 103 | 105 | -2 | 104 | 102 | 0 | 106
> O=c1c2ccccc2nc2c3ccccc3c(NCc3ccccn3)nn12
→ 107 | 94 | 101 | 7 | 97 | 95 | 1 | 99
> CN(Cc1ccccc1F)Cc1cc(=O)oc2cc(O)c(Cl)cc12
→ 90 | 96 | 114 | 8 | 100 | 97 | 1 | 100
> CC(=O)c1cccc(NC(=O)Cn2cnc(S(=O)(=O)N3CCCCC3)c2)c1
→ 100 | 99 | 99 | -7 | 103 | 98 | 0 | 97
> O=C(CSc1n[nH]c(=O)[nH]c1=O)N1CCCCCC1
→ 105 | 109 | 99 | 4 | 110 | 110 | 4 | 107
> COc1ccc(C(=O)OCC(=O)c2c[nH]c3ccccc23)cc1OC
→ 119 | 90 | 92 | -86 | 91 | 93 | 17 | 92
> CCOc1cc(C(=O)Nc2ccc([N+](=O)[O-])cn2)cc(OCC)c1OCC
→ 121 | 103 | 102 | 6 | 103 | 105 | 0 | 106
> CN(Cc1nc(-c2ccccc2)no1)C(=O)c1ccc2c(c1)OCO2
→ 95 | 92 | 106 | -12 | 94 | 106 | 0 | 100

Record cards, from the list above.
CC(=O)c1cccc(NC(=O)Cn2cnc(S(=O)(=O)N3CCCCC3)c2)c1 is listed as Yeast superoxide: 100; CIT2 TOR yeast: 99; LAP4 TOR yeast: 99; VLA-4 inh: -7; AGP1 TOR yeast: 103; MEP2 TOR yeast: 98; GRK2 aptamer HTS: 0; RPL19A TOR yeast: 97
CCN(CC)C(=O)C1=C(C)Nc2ncnn2C1c1cccnc1 (stereo unspecified) is listed as Yeast superoxide: 86; CIT2 TOR yeast: 105; LAP4 TOR yeast: 86; VLA-4 inh: 11; AGP1 TOR yeast: 106; MEP2 TOR yeast: 107; GRK2 aptamer HTS: 0; RPL19A TOR yeast: 112

Reprinted at random: 2 records from the list
Every second line gives: Yeast superoxide | CIT2 TOR yeast | LAP4 TOR yeast | VLA-4 inh | AGP1 TOR yeast | MEP2 TOR yeast | GRK2 aptamer HTS | RPL19A TOR yeast
> CCCN(CCC)S(=O)(=O)c1nc2nc(C)cc(C)n2n1
→ 99 | 90 | 102 | 4 | 104 | 101 | 1 | 96
> COc1ccc(NC2c3ccccc3C(=O)N2c2cccnc2)cc1Cl (stereo unspecified)
→ 106 | 103 | 105 | -2 | 104 | 102 | 0 | 106

Screens: PubChem, NMMLSC

This is a random part of the collection. About 1.7% of those tested had a hit in this group.
